# Screening results (PubChem BioAssay)
# GSK3B inh – blocks human GSK3beta kinase activity. P49841. GST-GSK3beta kinase, ADP-Glo luminescence, 60 min; hits give low values. activity score (negative = inhibition), % at 10 µM. 300,000 tested, 0.038% active. AID 2097;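 active means more than half of replicate wells score below -50%, meaning over 50% inhibition versus plate controls; inconclusive means some replicates but at most half score below -50%; inactive means no replicate scores below -50%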;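 further: 0% = median DMSO wells and -100% = median GW8510 positive control wells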
# Target sequence (P49841 whole entry, looked up): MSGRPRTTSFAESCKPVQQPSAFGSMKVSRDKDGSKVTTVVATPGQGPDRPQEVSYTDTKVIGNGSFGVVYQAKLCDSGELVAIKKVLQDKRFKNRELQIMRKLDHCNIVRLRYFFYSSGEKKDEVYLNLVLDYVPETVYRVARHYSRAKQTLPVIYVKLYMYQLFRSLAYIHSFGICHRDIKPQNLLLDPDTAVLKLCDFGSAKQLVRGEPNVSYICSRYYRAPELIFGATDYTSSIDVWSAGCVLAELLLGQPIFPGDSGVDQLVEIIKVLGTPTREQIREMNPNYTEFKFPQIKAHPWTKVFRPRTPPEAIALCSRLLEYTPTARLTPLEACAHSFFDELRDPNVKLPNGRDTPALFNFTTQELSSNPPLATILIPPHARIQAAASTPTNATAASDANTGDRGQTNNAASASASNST
#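 test system = GST-tagged human GSK3beta kinase, cell-free | reagent = 25 µM ATP with peptide substrate | dosing = one dose of 10 µM per compound | schedule = 60 min reaction, RT | detection = luminescent ADP-Glo measurement of ADP formed | control set = DMSO neutral wells and GW8510 at 20 µM as positive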
# GSK3 alpha inh – inhibitors of human GSK-3 alpha kinase. P49840. ADP-Glo luminescence, 60 min. inhibition, % at 10 µM. 320,000 tested, 0.1% active. AID 2650;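 in the data active means inhibition above about 50%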;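 further: GST-tagged GSK-3 alpha with peptide substrate and 25 µM ATP; 0% = DMSO neutral wells and 100% = GW8510 positive control wells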
# Target sequence (P49840 whole entry, looked up): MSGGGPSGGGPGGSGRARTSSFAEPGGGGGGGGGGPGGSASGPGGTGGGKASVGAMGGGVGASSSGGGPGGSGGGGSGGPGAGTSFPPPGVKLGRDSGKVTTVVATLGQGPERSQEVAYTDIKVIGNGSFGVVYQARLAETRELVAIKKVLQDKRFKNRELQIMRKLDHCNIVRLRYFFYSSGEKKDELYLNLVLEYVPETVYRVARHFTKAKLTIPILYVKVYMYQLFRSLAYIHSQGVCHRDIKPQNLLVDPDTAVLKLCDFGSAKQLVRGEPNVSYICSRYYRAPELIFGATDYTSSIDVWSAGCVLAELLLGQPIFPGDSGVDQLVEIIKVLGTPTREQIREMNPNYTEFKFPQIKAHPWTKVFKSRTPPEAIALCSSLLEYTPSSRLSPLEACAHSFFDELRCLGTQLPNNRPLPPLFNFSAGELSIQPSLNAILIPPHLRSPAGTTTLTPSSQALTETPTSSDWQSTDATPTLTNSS
# PolyA inhibitor – yeast polyadenylation inhibition | 300,000 tested, 0.02% active | calls only at 12 µM | S. cerevisiae SKY197-pL101 polyadenylation reporter, beta-gal luminescence; efflux-impaired pdr1/pdr3 knockout yeast; score 100 = 6 SD above DMSO;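 active means lowest replicate activity score at least 50, where 100 means six control SD above control mean; inconclusive means lowest score under 50 but half or more replicates reach 50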;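 further: yeast exposed to compound for 9 h at 30 °C; higher score means more reporter readthrough which indicates perturbed polyadenylation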
# Platelet DG rel – modulates dense granule release in human platelets. human platelet-rich plasma, SFLLRN dense granule ATP release, luminescence. inhibition, %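 (compounds screened at 7.5 µM in platelet-rich plasma)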. 300,000 tested, 0.22% active;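 active means mean replicate score, as percent of positive control, at or above 50; inconclusive means mean below 50 but at least one replicate at or above 50; inactive means mean and every replicate below 50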
# HSF1 inhib – HSF1 inhibition | activity change, negative = inhibition, % at 7.5 µM (by protocol) | 300,000 tested, 0.77% active | NIH3T3-HGL HSE-luciferase, MG132-induced, luminescence 8 h; hits give low values;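 active means more than half of replicate wells show activity change below -50%, luminescence cut by over half; inconclusive means some wells, but at most half, below -50%; inactive means no replicate well below -50%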;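 further: luciferase reports HSF-1 transcriptional activity via heat shock element; 0% = median of DMSO wells and -100% = zero luminescence signal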
# HDAC3 inhib – inhibitors of human histone deacetylase 3 | recombinant HDAC3, fluorogenic peptide/trypsin coupled, fluorescence | inhibition, % at 8.3 µM | 320,000 tested, 0.15% active; in the data active means inhibition above about 26%, passing the limit was not always enough; inconclusive means no clear call, values can overlap the other calls
# AI-2 QS mod – Vibrio harveyi AI-2 quorum sensing modulation | 300,000 tested, 0.4% active | activity change, % at 7.5 µM | Vibrio harveyi JMH597 AI-2 luminescence/OD600 ratio, 9 h; hits give low values; strain lacks LuxN and CqsS sensors; 0 = neutral-control median; in the data active means activity change below about -75%, passing the limit was not always enough; inconclusive means no clear call, values can overlap the other calls;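 further: luminescence divided by OD600 gain over 9 h not by final OD600 alone; inactives centre near 13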
# HSF-1 act – increases HSF-1 driven luciferase reporter signal; NIH3T3-HGL HSF-1 luciferase reporter, MG132, 8 h; 100% = twice DMSO control signal; activation, % at 9 µM; 300,000 tested, 1.7% active;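 active means mean replicate activation of at least 50% with a set share of replicates each reaching 50%; inconclusive means only one of those two conditions met; inactive means mean below 50% and too few replicates reaching it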;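 further: 0% = median of the neutral control wells and 100% = twice that signal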
# HSP90 refold inh – blocks HSP90-mediated luciferase refolding in reticulocyte lysate. inhibition, % at 5.6 µM. Rabbit reticulocyte lysate, luciferase refolding luminescence, 3 h. 290,000 tested, 0.91% active;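 active means inhibition above the screen-wide mean plus 3 SD, computed separately per campaign, cut at about 16% in these data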;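 further: 0% = DMSO wells and 100% = 60 µM geldanamycin wells; inhibitors lower the luminescence because luciferase stays unfolded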
# DYRK1A inh – blocks rat Dyrk1A kinase activity | ADP-Glo luminescence, NFATc1 peptide | inhibition, % at 12.5 µM | 310,000 tested, 0.43% active | AID 504441; in the data active means inhibition above about 50%;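 further: plate controls were vehicle with enzyme for no effect and no enzyme for full effect; many of its hits are not listed in these tables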
# Starred values were filed as active, the others as inactive; i = inactive; ? = inconclusive; . = not tested or not shown.
# Below each compound: GSK3B inh	GSK3 alpha inh	PolyA inhibitor	Platelet DG rel	HSF1 inhib	HDAC3 inhib	AI-2 QS mod	HSF-1 act	HSP90 refold inh	DYRK1A inh
> Cc1oc(-c2ccccc2)cc1C(=O)Nc1cccc(C(=O)O)c1
→ 4	-3	i	-8	-15	-3	33	-11	2	9
> O=C(c1cc2cc3ccc(Cl)cc3nc2o1)N1CCCCCC1
→ -3	-3	i	-8	21	-6	12	26	-3	8
> COc1ccc(C(=O)Nc2cc(OC)cc(OC)c2)cc1
→ -3	-1	i	6	-1	-2	10	2	1	7
> CCOCCCN(C)C1CCN(C(=O)c2oc3ccccc3c2NC(=O)c2ccc([N+](=O)[O-])cc2)CC1
→ 1	-1	i	-1	-1	0	-1	-6	-1	6
> O=C(COc1ccccc1)N1CCN=C1SCc1ccc(F)cc1
→ 1	-3	i	0	2	7	15	9	-1	5
> CN(C)C(CNC(=O)c1ccc(S(=O)(=O)Nc2cccc(C(F)(F)F)c2)cc1)c1ccco1 (stereo not drawn)
→ 3	0	i	4	-6	6	16	-14	.	0
> Cc1cccn2cc(CNS(=O)(=O)c3cccc(F)c3)nc12
→ 1	-3	i	17	9	0	9	31	-2	-2
> CCn1c(C)nc2cc(OC)ccc21
→ 0	0	.	3	-2	-1	8	1	1	3
> CCOc1ccc(-n2c(N)c(C(=O)NCc3cccnc3)sc2=S)cc1
→ -2	-2	i	-10	11	4	2	13	9	12
> COc1ccc(OCC(=O)Nc2cc(-c3nn(C)c(=O)c4ccccc34)ccc2OC)cc1
→ 0	5	i	4	-11	3	39	-23	-3	-3
> CCCc1nnc(NC(=O)c2ccc([N+](=O)[O-])cc2)s1
→ 3	-1	i	-1	-2	1	20	11	-3	1
> COc1ccc(-c2noc(CSc3nc4sc(C)c(C)c4c(=O)n3-c3ccccc3)n2)cc1OC
→ 1	-3	i	1	2	4	41	4	2	-2
> O=C(CN1C(=O)CCC1=O)Nc1nc(-c2ccccn2)cs1
→ 1	-2	i	-2	-7	-1	-19	10	-2	-1
> COc1ccc(C(=O)Nc2ccnn2C2CCN(C(=O)c3cccnc3)CC2)cc1
→ 1	1	i	21	3	1	5	4	-2	-4
> COc1cc(C(=O)Nc2ccc3c(c2)OCCO3)ccc1OC(F)F
→ 1	-2	i	14	18	1	1	42	-1	12
> CCOC(=O)c1oc2ccccc2c1NC(=O)CCl
→ 0	-3	i	-9	-4	-1	7	23	5	5
> CCOC(=O)c1ccc(NC(=O)c2cccc(S(=O)(=O)N3CCOCC3)c2)cc1
→ 0	-2	i	-3	1	-1	22	-4	5	13
> CN(C)C(=O)CSc1cnc2ccccc2n1
→ 3	-1	i	-1	-3	11	10	4	-1	6
> CC(C)(C)c1ccc(C2(C)NC(=O)N(CC(=O)c3ccc[nH]3)C2=O)cc1 (stereo not drawn)
→ -6	1	i	-13	1	8	-3	-11	-2	-6
> O=C(Nc1nnc(-c2ccncc2)o1)c1ccccc1
→ 1	-3	i	-38	-15	2	0	-1	-5	12
> COc1ccc(NC(=O)C(OC(=O)c2cnc(C)cn2)c2ccccc2)cc1Cl (stereo not drawn)
→ -2	1	i	-8	13	-13	16	17	.	21
> CC(=O)c1cc2c(cc1NS(=O)(=O)c1ccccc1)OCO2
→ -4	1	i	-2	0	3	1	3	4	-3
> COCCN(C(=S)Nc1c(C)cccc1C)C(C)c1cccs1 (stereo not drawn)
→ -5	-2	i	-1	-2	-1	9	-11	1	-2
> C=C(C)c1nc(N)nc(N)n1
→ -1	0	i	-3	-3	-1	-2	-13	3	4
> COc1ccc(Cn2c(SCC#N)nc3ccc(N4CCOCC4)cc3c2=O)cc1
→ -2	-4	i	-3	8	-2	21	12	2	-2
> Cc1ccc2nc(N(CCCN(C)C)C(=O)c3ccco3)sc2c1
→ -5	-1	i	8	1	2	5	-4	-1	-2
> O=C(COc1ccccc1)N=C1SC2CS(=O)(=O)CC2N1c1ccccc1 (stereo not drawn)
→ -1	1	i	1	0	-3	30	0	-3	-3
> COc1ccccc1CNC(=O)/C=C/C(=O)O
→ 2	7	i	-14	-4	3	3	-1	6	-4
> COc1ccc(C2C(C#N)=C(N)Oc3n[nH]c(-c4ccccn4)c32)c(OC)c1OC (stereo not drawn)
→ 4	-3	i	-1	4	0	29	9	-1	-3
> C=C(C)CNC(=S)N/N=C/c1ccc([N+](=O)[O-])cc1
→ 2	-1	i	-1	-4	0	6	15	0	-2
> COC(=O)[C@@H](Cc1c[nH]c2ccccc12)NC(=O)CNC(=O)c1ccccc1OC
→ 4	-2	i	8	-5	-3	7	-5	-3	2
> CCCc1cc(=O)n2[nH]c(-c3ccc(C)cc3)cc2n1
→ 1	-4	i	-18	23	-2	5	44	1	1
> COc1cc(OC)cc(C(=O)NC(=S)Nc2cc3oc4ccccc4c3cc2OC)c1
→ 0	-1	i	4	-5	-5	13	-13	1	-4
> O=C(Nc1ncccn1)c1cccs1
→ -2	-2	i	-1	7	-1	23	-16	2	1
> Cc1nnc(NC(=O)c2c(-c3ccccc3)noc2C)s1
→ 1	-2	i	-4	-4	-2	17	10	-1	14
> CCn1cc([N+](=O)[O-])c(C(=O)N2CCCc3ccccc32)n1
→ 0	.	i	17	-1	.	2	-19	1	-1
> COc1cc(/C=N/Nc2ccc(Cl)c(C(=O)O)c2)ccc1OCC(=O)N1C(C)CCCC1C (stereo not drawn)
→ 6	-6	i	-5	0	1	11	9	0	1
> COC(=O)c1ccc(COC(=O)CCS(=O)(=O)c2ccc(C)cc2)cc1
→ 6	.	i	3	-8	-8	25	-4	1	-1
> CCn1c(=S)[nH]c2cc(Cl)ccc21
→ 1	-2	i	-21	-3	2	10	12	-1	5
> CS(=O)(=O)N1CCC(C(=O)Nc2ccc(C(N)=O)cc2)CC1
→ 1	-2	i	8	3	-4	1	-8	4	1
> COc1cc(OC)c(OC)cc1/C=N/Nc1nc2ccccc2[nH]1
→ 1	-1	i	18	246	1	9	267*	-2	3
> CC(=O)N(c1cccc(C(F)(F)F)c1)c1nc(/C=C/C(=O)O)cs1
→ 2	-6	i	-8	10	3	28	-17	2	.
> CCC1CCCCN1CCCNC(=O)c1ccc2c(c1)NC(=O)CN2C (stereo not drawn)
→ -2	-1	i	-11	-9	2	0	-7	8	0
> O=C(NCCn1ccc2ccccc21)c1ccc2c(c1)OCO2
→ 1	0	i	4	36	.	-28	39	16	2
> Cc1nn(-c2cc(Cl)ccc2N)c(=O)c2ccccc12
→ 1	1	i	7	-5	-1	17	-20	1	-10
> CCC(C)NC(=O)Cn1c(-c2ccccc2)cc(C(C)=O)c1C (stereo not drawn)
→ -9	1	i	-11	0	?	11	-10	0	-3
> OCC1(CCOc2ccccc2)CCN(Cc2ccc3c(c2)OCCO3)CC1
→ -3	9	i	-30	6	.	12	5	2	-5
> O=C(Nc1ccccc1C(=O)NC(Cc1ccccc1)C(=O)NC1CCCCC1)c1ccccc1 (stereo not drawn)
→ -7	-1	i	27	-6	-6	14	0	-4	-7
> CCN(C(=O)CSc1ncccn1)C1CCS(=O)(=O)C1 (stereo not drawn)
→ 1	-1	i	1	-8	-3	1	-11	-1	7
> Cc1cccc(NC(=O)COc2ccc3oc4c(c3c2)CCCC4)n1
→ 5	.	i	8	12	1	3	16	-4	6
> COc1ccccc1-c1c(C)oc2cc(OC(=O)c3ccco3)ccc2c1=O
→ -1	-1	i	7	1	31*	5	3	1	0
> CCCC(=O)N1CCN(c2ccc(NC(=O)c3cccs3)cc2Cl)CC1
→ 0	0	i	5	5	-4	-4	19	-2	4
> N#Cc1ccc(Cl)cc1NC(=O)COC(=O)c1ccc(S(=O)(=O)N2CCCC2)cc1
→ -1	1	i	1	11	-15	25	55*	2	-6
> COc1ccc(N(CC(=O)Nc2ccc(C)c(C)c2)S(=O)(=O)c2c(C)n[nH]c2C)cc1
→ -3	-1	i	-1	7	6	25	5	2	-6
> Cc1nc(-c2ccc(S(=O)(=O)NCc3cccnc3)s2)cs1
→ 0	-2	i	-1	-2	3	19	-3	1	7
> Cc1ccc(-c2nn(C)c(=O)c3ccccc23)cc1CO
→ 2	1	i	0	-1	6	28	2	-4	21
> CN(C(=O)CC1C(=O)NCCN1Cc1ccc(F)c(F)c1)C1CCCCC1 (stereo not drawn)
→ -1	-1	i	34	0	0	13	-11	1	-2
> CC(Sc1nnc(-c2ccco2)n1C)C(=O)Nc1nccs1 (stereo not drawn)
→ -4	.	i	20	-2	.	35	-11	.	-4
> CC1C(=O)OC2C1CCC1(C)CCC(=O)C(C)C21 (stereo not drawn)
→ -1	-1	i	-12	3	1	17	-8	3	-4
> COc1cc(/C=N/N(C)c2ccccc2)ccc1O
→ 0	1	i	-1	18	7	0	38	-5	2

# Continued:
# Below each compound: GSK3B inh	GSK3 alpha inh	PolyA inhibitor	Platelet DG rel	HSF1 inhib	HDAC3 inhib	AI-2 QS mod	HSF-1 act	HSP90 refold inh	DYRK1A inh
> Cc1ccc(S(=O)(=O)N2CCCCC2)cc1C(=O)Nc1ccc(N2CCOCC2)cc1
→ 0	1	i	0	-1	4	26	-5	1	0
> O=C(COc1ccc(Br)cc1)NNC(=S)NCc1ccccc1
→ 1	-5	i	1	0	0	8	0	-1	7
> Nc1nc2ccccc2n1/N=C/c1ccc(-c2ccccc2)o1
→ 1	0	i	-2	19	?	21	33	-1	-4
> Cc1ccc(/C=N/N(Cc2ccccc2)c2ccccc2)o1
→ 1	-2	i	1	60	2	16	106*	7	0
> CC(NC(=O)CCC(=O)NCc1ccc(F)cc1)c1ccccc1 (stereo not drawn)
→ -1	-2	i	-6	-4	0	1	0	0	-2
> COc1ccc(OC)c(-n2c(=S)[nH]c3cc(C(=O)N(C)Cc4ccccc4)ccc3c2=O)c1
→ 1	.	i	2	-4	-2	14	-1	-4	.
> COc1ccc(OC)c(Nc2nc(NCCCN(C)C)nc(N)c2[N+](=O)[O-])c1
→ -65*	88*	i	5	-9	2	2	13	4	39
> CC(=O)CCc1ccc2oc(C(=O)O)c(C)c2c1
→ -1	-1	i	26	-12	-5	21	-15	-3	6
> Cc1nn(C(C)C(=O)NCc2ccccc2F)c(=O)c2nn(-c3ccccc3)c(C)c12 (stereo not drawn)
→ 4	-2	i	-1	21	2	9	?	-2	-1
> O=C(Nc1nnc(C2CCCO2)s1)c1cccs1 (stereo not drawn)
→ 2	1	i	-29	-2	-2	24	11	-1	0
> Cc1c(C(=O)N2CCCC2)sc(NC(=O)c2cccc(Cl)c2)c1C#N
→ 7	-5	i	6	-1	3	9	18	10	10
> COc1ccc(C(=O)NCCNc2ncc(C(F)(F)F)cc2Cl)cc1[N+](=O)[O-]
→ 0	-1	i	2	1	5	38	-3	-1	-1

# Only part of the results is shown (hit frequency here may not be typical).
